Screening data deposited in PubChem BioAssay by several laboratories.
HGIII-sPLA2 inh: Inhibits HGIII-sPLA2 liposome hydrolysis, primary screen; AID 743126; inhibition, % at 12.2 µM; QFRET BODIPY PC-A2 liposome hydrolysis, fluorescence; Q9NZ20; 0.56% of 370,000 active;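 active = inhibition above mean plus 3 SD of compounds lying within the high and low control bounds, cut at about 19% in these data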;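 note: 0% = median of test compound wells and 100% = no enzyme DMSO wells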
Target sequence (Q9NZ20 whole entry, looked up): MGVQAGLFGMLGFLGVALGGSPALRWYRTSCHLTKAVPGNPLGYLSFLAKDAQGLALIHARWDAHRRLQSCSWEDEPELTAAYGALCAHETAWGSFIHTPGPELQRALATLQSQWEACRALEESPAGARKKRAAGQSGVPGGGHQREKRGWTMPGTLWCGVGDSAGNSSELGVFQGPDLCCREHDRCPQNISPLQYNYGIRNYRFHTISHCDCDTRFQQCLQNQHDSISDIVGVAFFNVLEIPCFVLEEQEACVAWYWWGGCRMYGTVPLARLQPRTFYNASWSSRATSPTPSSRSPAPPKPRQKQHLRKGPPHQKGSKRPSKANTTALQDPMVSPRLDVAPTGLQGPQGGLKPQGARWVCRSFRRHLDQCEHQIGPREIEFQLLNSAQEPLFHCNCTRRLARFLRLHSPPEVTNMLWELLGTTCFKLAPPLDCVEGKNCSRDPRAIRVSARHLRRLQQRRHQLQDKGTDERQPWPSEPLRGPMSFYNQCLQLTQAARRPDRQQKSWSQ
GAA850 FXN act: increases GAA850 frataxin promoter reporter activity. HEK293 lucGAA850 FXN promoter luciferase reporter, 24 h; percent of 10 µM SAHA response. activation, % at 6 µM. 0.56% of 360,000 active. AID 540364;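 active = activation above the average of all compounds screened plus 3 SD, cutoff fixed separately per campaign, cut at about 7.5% in these data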;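 note: 0% = DMSO wells and 100% = 10 µM SAHA wells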
NPR1 activator: GC-A (human) enzyme activation; 0.14% of 370,000 active; activation, % at 10 µM; P16066; HEK293 GC-A cells, cGMP TR-FRET, EC30 ANP; 0% at EC30 ANP, 100% saturating ANP; in the data active = activation above about 40%
DAX1 inh-1: inhibitors of DAX1 repression of SF-1 activated StAR promoter; 1.1% of 370,000 active; inhibition, % at 6.8 µM; AID 652010; HEK293T StAR-luciferase reporter, SF-1/DAX-1 repression relief;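 active = inhibition above the mean over all tested compounds plus 3 SD, cut at about 3.6% in these data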;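 note: 0% = DAX-1 cells with DMSO and 100% = cells lacking DAX-1 with DMSO; higher inhibition means more luminescence from relief of DAX-1 repression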
ssDAF12 agonist: S. stercoralis DAF-12 activation, primary screen; HEK293 ssDAF-12/GRIP1 lit1-tk-luc reporter, luminescence; % of 3 µM dafachronic acid response; activation, % at 6.8 µM; 1% of 370,000 active;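 active = activation above the mean over all tested compounds plus 3 SD, cut at about 0.9% in these data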;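 note: 0% = DMSO-only wells and 100% = 3 µM delta7-dafachronic acid wells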
NPR2 activator: GC-B (human) receptor activation. P20594. HEK293-GC-B cells, CNP EC30, cGMP TR-FRET; 0% at EC30 CNP, 100% saturating CNP. activation, % at 10 µM. 0.11% of 370,000 active;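 active = activation at 10 µM reaching about 35% in either raw or pattern-adjusted values, limit read from the data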
hcDAF12 agonist: activates DAF-12 receptor from parasite H. contortus; AID 652067; 1.4% of 370,000 active; HEK293 hcDAF-12 lit1-tk-luc reporter, luminescence; 0% DMSO, 100% Δ7-dafachronic acid; activation, % at 6.8 µM;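 active = activation above the mean of all tested compounds plus 3 SD, cut at about 5.5% in these data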;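 note: 100% = response to 3 µM Δ7-dafachronic acid high control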
KLK7 zymogen act: activates the human kallikrein-7 zymogen. purified proKLK7, EDANS-DABCYL substrate fluorescence; 100% is mature enzyme control, 0% vehicle. activation, % at 7 µM. 0.9% of 370,000 active. AID 652039;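 active = activation above the mean of all tested compounds plus 3 SD, computed per campaign excluding outliers beyond control limits, cut at about 13% in these data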
Target sequence (P49862 whole entry, looked up): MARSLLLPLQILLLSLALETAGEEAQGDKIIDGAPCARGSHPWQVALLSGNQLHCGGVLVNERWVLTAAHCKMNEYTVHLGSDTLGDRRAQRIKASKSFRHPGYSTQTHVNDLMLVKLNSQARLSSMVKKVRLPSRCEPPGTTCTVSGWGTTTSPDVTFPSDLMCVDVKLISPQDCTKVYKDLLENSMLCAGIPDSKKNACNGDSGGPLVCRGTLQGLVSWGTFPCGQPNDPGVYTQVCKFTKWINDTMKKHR
DAX1 inh-2: NR0B1 (DAX1) inhibition. P51843. HEK293 Gal4-DAX1 luciferase reporter, luminescence. inhibition, % at 6.75 µM. 0.99% of 340,000 active. AID 504766;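 active = inhibition above the mean over all tested compounds plus 3 SD, cut at about 4.2% in these data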;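 note: 0% = DAX1-transfected cells with DMSO and 100% = empty-vector control cells with DMSO; inhibition shows as a rise in luminescence from relieved DAX1 repression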
Target sequence (P51843 207-470 limits assumed): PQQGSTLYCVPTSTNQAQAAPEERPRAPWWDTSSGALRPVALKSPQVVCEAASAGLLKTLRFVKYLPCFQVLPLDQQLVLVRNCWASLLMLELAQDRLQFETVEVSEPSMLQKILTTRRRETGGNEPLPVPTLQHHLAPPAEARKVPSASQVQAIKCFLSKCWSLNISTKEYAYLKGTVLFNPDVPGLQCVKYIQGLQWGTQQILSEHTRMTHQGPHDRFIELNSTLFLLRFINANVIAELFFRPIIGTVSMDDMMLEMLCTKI
SMARCA2 act: activators of SMARCA2 function. MG213 cells, MMTV-luciferase reporter, dexamethasone, overnight. activation, % at 9.1 µM. 1% of 370,000 active. AID 652017; in the data active = activation above about 7.8%;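 note: 0% = vehicle wells and 100% = reference activator wells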
hgDAF-12 ag: hgDAF-12 agonism, primary luciferase screen. activation, % at 6.8 µM. AID 687014. HEK293 GAL4-hgDAF12 UAS-luciferase reporter, agonist luminescence; normalized to butyrate control. 1.8% of 370,000 active;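 active = activation above a cutoff set at the mean of all screened compounds plus 3 SD, cut at about 10% in these data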;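 note: 0% = DMSO wells and 100% = sodium butyrate wells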
* = called active by the depositor; nt = no result given. An unsorted share of the library; 6.7% or so of the library scored in one or more.

SMILES	HGIII-sPLA2 inh	GAA850 FXN act	NPR1 activator	DAX1 inh-1	ssDAF12 agonist	NPR2 activator	hcDAF12 agonist	KLK7 zymogen act	DAX1 inh-2	SMARCA2 act	hgDAF-12 ag
Cc1ccc2nc(N3CC(C)OC(C)C3)nc(-c3ccccc3)c2c1 (stereo unspecified)	5	1.4	2	1.6	-0.7	0	-1.1	0.4	0.2	0	0.7
Cc1ccc(OCC(=O)N2CCc3ccccc3C2)c(Br)c1	-11	3.3	1	0.7	-1.2	4	0.4	-0.1	1.0	1	0.0
O=C(Nc1nc2cc3c(cc2s1)OCCO3)c1ccc([N+](=O)[O-])o1	2	4.2	0	-3.5	-0.1	3	0.2	-0.6	1.4	5	4.4
COc1ccc(Cl)cc1NC(=O)C/C(C)=N/NC(=O)c1ccccc1Cl	-7	0.3	2	-0.2	-1.6	-3	0.9	0.6	1.2	2	1.6
Cc1ccc(/C(N)=N/OC(=O)COc2cccc3ccccc23)cc1	5	1.5	3	1.1	-0.9	-2	-0.9	0.2	0.6	1	0.7
Cc1ccc(N)c([N+](=O)[O-])c1	3	1.1	-2	1.5	-0.7	-6	1.1	-0.5	1.6	-5	0.6
COCCn1c(-c2ccccc2)nc2oc3ccccc3c(=O)c2c1=O	1	-1.3	3	-0.5	-0.8	-4	-0.8	-0.1	1.8	0	-0.9
O=C(N1CCN(Cc2ccc3c(c2)OCO3)CC1)C(Cl)(Cl)Cl	0	1.1	-1	0.5	-0.9	5	0.6	-0.4	-0.7	-2	-1.1
Cc1ccc(S(=O)(=O)N2CCCC2C(=O)NCc2ccco2)cc1 (stereo unspecified)	-5	-1.5	-2	0.7	-1.0	0	0.3	-0.1	0.2	-1	-0.3
Cc1cccc(C)c1NC(=O)CN(C)CC(=O)Nc1ccccc1Oc1ccccc1	-2	-1.6	-2	-0.3	-1.8	-4	-0.5	0.0	-1.0	-4	-1.8
FC(F)(F)c1cc(C(F)(F)F)c2ccc(N3CCOCC3)nc2n1	4	2.9	1	-0.8	-0.7	-5	-0.8	2.1	0.2	-2	-2.7
Clc1cccc(Cl)c1CO/N=C/c1cccs1	4	1.1	6	-0.4	-1.2	-4	-1.1	0.0	2.9	-2	-0.5
c1ccc(-c2nn3c(-c4ccco4)nnc3s2)nc1	6	-0.5	-9	0.1	-0.7	-20	-1.5	-0.4	0.6	1	0.8
O=C(N/N=C/C=C/c1ccccc1)c1cccc(Br)c1	11	1.0	-3	0.3	-1.5	-6	2.4	-0.1	-0.5	-2	1.0
CC1(C)CCC(=O)N(c2ccccc2)C1=O	10	-0.7	5	1.3	-2.0	9	-2.1	0.1	3.2	-3	1.7
COc1cc(SC)ccc1C(=O)Nc1ccccn1	1	3.4	-2	5.0*	1.0*	-6	10*	0.1	-2.8	2	19*
COC(=O)CN(C(=O)CSc1nnc(-c2cccc(OC)c2)o1)c1ccc(OC)cc1	4	-0.4	0	0.1	-1.4	-7	-2.2	0.1	0.3	-1	0.5
CC(C)(C)NC(=O)CN(Cc1ccccc1)S(=O)(=O)c1ccccc1	-1	-0.3	-4	0.3	-1.0	10	2.4	-0.7	-0.1	-5	-1.2
COc1cc(NC(=O)CN2C(=O)COc3ccc(S(=O)(=O)N4CCCC4)cc32)cc(OC)c1	-9	2.3	-9	-0.5	-0.9	-8	1.6	0.5	0.2	0	-0.5
CCN1C(=O)/C(=C\N2CCN(C)CC2)SC1=S	11	2.4	4	0.0	-0.6	5	-1.4	-0.3	-0.2	-4	-0.6
CCOC(=O)c1cnn(Cc2ccccc2Cl)c1N	5	0.5	7	-1.0	-0.7	7	1.1	-0.7	0.8	-2	1.5
CCOc1ccccc1C(=O)Nc1cc(C(=O)NCCc2ccccc2)ccc1Cl	8	3.1	-1	0.2	-1.8	-2	-0.8	-0.2	0.4	-2	-1.1
CCOc1[nH]n(-c2ccccc2)c(=O)c1C=NCC(=O)OC	-6	2.1	-3	-0.2	-1.6	2	-1.3	0.4	-0.9	-1	-0.9
O=C(CCCOc1ccc(Cl)cc1Cl)N/N=C/c1ccc(Cl)cc1	-8	-0.5	2	-0.6	-0.5	3	-0.8	0.7	-0.1	-3	-0.1
Cc1noc(C)c1C(=O)OC(C)C(=O)NC(C)c1ccc(Cl)cc1Cl (stereo unspecified)	7	-0.6	-5	-0.2	-0.6	-4	0.2	0.3	-1.0	-3	-0.5

Two consecutive records from above, quoted:
SMILES	HGIII-sPLA2 inh	GAA850 FXN act	NPR1 activator	DAX1 inh-1	ssDAF12 agonist	NPR2 activator	hcDAF12 agonist	KLK7 zymogen act	DAX1 inh-2	SMARCA2 act	hgDAF-12 ag
O=C(CCCOc1ccc(Cl)cc1Cl)N/N=C/c1ccc(Cl)cc1	-8	-0.5	2	-0.6	-0.5	3	-0.8	0.7	-0.1	-3	-0.1
Cc1noc(C)c1C(=O)OC(C)C(=O)NC(C)c1ccc(Cl)cc1Cl (stereo unspecified)	7	-0.6	-5	-0.2	-0.6	-4	0.2	0.3	-1.0	-3	-0.5

Next compounds:
SMILES	HGIII-sPLA2 inh	GAA850 FXN act	NPR1 activator	DAX1 inh-1	ssDAF12 agonist	NPR2 activator	hcDAF12 agonist	KLK7 zymogen act	DAX1 inh-2	SMARCA2 act	hgDAF-12 ag
O=C(c1ccc(C(F)(F)F)cc1)C1CCCN(Cc2cccn2-c2ncccn2)C1 (stereo unspecified)	-9	3.1	-2	0.0	-2.0	-3	0.8	0.8	1.3	6	0.4
CCCS(=O)(=O)c1nc(S(=O)(=O)c2ccc(C)cc2)c(N2CCC3(CC2)OCCO3)s1	-1	-0.1	4	-0.2	-1.3	-3	-2.9	0.7	0.1	-3	0.1
COc1ccc(N2CC(C(=O)Nc3ccc(S(=O)(=O)N4CCOCC4)cc3)CC2=O)cc1 (stereo unspecified)	-9	2.6	0	0.0	-0.7	-5	0.3	1.0	-0.3	-3	3.2
CC1NC(=O)NC1CCCCC(=O)O (stereo unspecified)	3	-1.1	-1	-1.0	-1.1	2	-1.6	0.1	-0.1	2	-1.4
COC(=O)N/N=C(\C)c1ccccc1Br	7	-0.9	-2	-0.1	-1.1	4	-2.1	-0.2	0.3	8.0*	0.9
O=C(COC(=O)COc1ccc2ccccc2c1)NC1CCCc2ccccc21 (stereo unspecified)	4	-1.1	3	0.2	-1.2	-8	0.1	-0.3	4.2	0	-1.8
CC1CCC(C(=O)NC(C(=O)N2CCN(c3ccccn3)CC2)C(C)C)CC1 (stereo unspecified)	0	-0.3	2	0.1	-1.4	1	0.8	-0.9	1.7	-2	-0.6
O=C(Cc1nn[nH]n1)NCc1ccccc1Cl	-4	-1.0	5	0.6	-1.1	5	-0.5	-0.3	0.4	0	-1.7
O=C(Nc1cccc(Cl)c1)Nc1ccc2c(c1)C(=O)OC2	2	3.1	8	-0.3	-0.7	2	-1.9	0.0	0.6	-1	-0.1
CCOC(=O)c1oc2ccc(Br)cc2c1COC(=O)C1=COCCO1	1	0.6	20	-0.3	-1.3	24	1.1	0.5	1.1	0	-2.7
CCOc1ccccc1NC(=O)c1cnccn1	4	-0.1	-2	-0.1	-1.0	-5	-1.7	-0.4	0.7	4	3.6
COC(=O)c1cc2c(c3c4cc(F)ccc4n(C(=O)c4ccccc4)c13)C(=O)N(Cc1ccco1)C2	-1	nt	0	-2.3	0.0	0	-2.2	-0.2	nt	-2	-2.3
CCc1cccc(NS(=O)(=O)c2ccc3c(c2)NC(=O)CO3)c1	-9	2.4	-11	-0.1	-1.2	-3	-1.1	0.6	0.1	-2	-1.3
CCOc1cnc(-c2ccccc2F)o1	2	0.8	3	0.1	-0.9	0	1.1	0.0	2.2	-2	-1.8
O=C(COC(=O)C(Cc1ccccc1)NC(=O)c1ccco1)NC1CC1 (stereo unspecified)	4	-1.2	-1	0.0	-0.9	-1	-1.6	0.0	0.9	-3	-0.8
Cc1cc(C)n2nc(SCC(=O)N3CCN(c4ccc(F)cc4)CC3)nc2n1	-2	0.1	0	2.3	-1.4	0	0.5	0.4	0.7	-2	3.1
Cc1ccc(CNC(=O)C(C(=O)NCc2ccc(C)o2)c2ncc(C(F)(F)F)cc2Cl)o1	-12	1.2	-2	0.9	-1.4	2	-0.7	0.5	-1.7	-1	1.1
CCOc1ccccc1NC(=O)C(CC)Sc1nc2ccsc2c(=O)n1CCC(=O)O (stereo unspecified)	-6	2.9	0	0.2	-1.1	1	-1.2	0.1	0.3	-1	1.6
CNC(=O)Cn1nc(-c2ccc(C)c(S(=O)(=O)N(C)C)c2)c2ccccc2c1=O	8	-1.2	-1	1.7	-1.2	4	-1.5	0.2	1.5	-3	1.5
COc1ccc2cc(C(N)=O)/c(=N/NC(=O)c3ccco3)oc2c1	6	0.1	3	-0.3	-1.4	2	0.6	1.1	-1.0	3	1.8
O=C(CCNC(=O)N1CC(=O)Nc2ccccc21)NCc1ccc(Cl)cc1	2	-1.3	-1	2.1	-1.6	2	-0.1	-0.3	2.5	-2	3.8
O=C(COC(=O)CC(NC(=O)c1ccccc1Cl)c1ccccc1)Nc1cccc(F)c1 (stereo unspecified)	-22	1.1	1	-0.1	-1.2	-5	-0.3	0.7	0.1	-3	-1.5
Cc1c(C(=O)O)cccc1-c1ccc(/C=N/n2cnnc2)o1	6	3.3	-2	0.4	-1.1	2	0.5	0.2	1.4	-2	0.9
COc1cc(OC)c(/C=N/NC(=O)c2ccc([N+](=O)[O-])cc2)cc1Br	2	-3.2	-7	0.3	-1.4	-5	-1.4	-0.1	0.7	1	1.6
COc1ccc(C(=O)NC(CC(=O)O)c2cc([N+](=O)[O-])ccc2Cl)cc1 (stereo unspecified)	1	1.5	-1	-0.1	-0.7	4	-1.2	-0.3	nt	1	2.7
O=C(NCc1ccncc1)c1ccc(Cl)c(S(=O)(=O)N2CCOCC2)c1	2	-2.1	-6	-0.3	-1.0	5	-1.1	-0.4	-0.2	-2	-2.8
COc1ccc(NC(=O)CC2C(=O)N(c3cccc(OC)c3)C(=O)N2Cc2ccco2)cc1 (stereo unspecified)	-12	1.2	0	-0.8	-0.9	2	0.5	-0.2	0.1	1	-2.4
COCC(=O)Nc1ccc(S(=O)(=O)NCC2CCCO2)cc1 (stereo unspecified)	-2	-0.3	5	-0.2	-1.1	6	0.0	-0.2	2.3	-1	-1.6
Cc1nn(-c2ccccc2)c(N)c1C1(O)C(=O)N(C(C)C)c2ccccc21 (stereo unspecified)	-1	0.7	4	-0.9	-0.1	8	0.4	-0.3	0.2	-2	1.7

Some of these compounds in order of the ssDAF12 agonist value, falling.
SMILES | ssDAF12 agonist
O=C(COC(=O)C(Cc1ccccc1)NC(=O)c1ccco1)NC1CC1 (stereo unspecified) | -0.9
CCOc1ccccc1NC(=O)c1cnccn1 | -1.0
O=C(COC(=O)CC(NC(=O)c1ccccc1Cl)c1ccccc1)Nc1cccc(F)c1 (stereo unspecified) | -1.2
